# From PubChem
# p53ts 39C tox – cytotoxicity in p53ts cells at nonpermissive temperature; Potency, µM (top dose mostly 46.1 µM), inactives show top-dose activity change, negative = cell killing, most hits filed as cytotoxic; 130,000 tested, 1.5% active; H1299-p53A138V viability at 39C, ATP luminescence, 24 h; further: nearly all actives have a fitted effect of over 55% in size
# Peg3 imprint – inducers of genomic imprint erasure in mouse ES cells | mouse ES Peg3-LacZ reporter, beta-gal luminescence, 40 h | Potency, µM (titrated, usually from 60.7 µM), without a hit: top-dose activity change, positive = activation, most hits filed as activators | 110,000 tested, 0.02% active;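 further: 0% = negative control wells on the plate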
#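 Readout: BetaGlo luminescence (5 min, room temp) for LacZ from the normally silent maternal Peg3 allele in female Peg3LacZ-Neo ES cells. Cells 300/well, 40 h, 37C, 5% CO2. Data normalized per plate to negative controls.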
# IkB sig inh – suppresses IkB signaling in ABC-DLBCL reporter cells; ABC-DLBCL IkBa-CBG/CBR dual luciferase ratio, 4 h; response scale: scaled: untreated 0%, proteasome inhibitor 100%; Potency, µM (titrated, usually from 57.1 µM), for the others: at the top dose IkBa stabilization activation; 110,000 tested, 0.04% active; AID 445; active means well fitted curve in the direction sought with a large enough effect in the signal ratio, not every such curve was filed as active; inconclusive means small, poorly fitted or top-dose-only effect, or a change in a side signal; the % refers to the signal ratio;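 further: the direction sought is a rising ratio; 0% = basal untreated cells and 100% = reference inhibitor full response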
#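 Luminescence ratio of IκBα-fused green versus native red beetle luciferase in OCI-Ly3 cells, 4 h post-doxycycline with compound; red signal alone, scaled from basal (0%) to zero light (-100%), flagged nonspecific or cytotoxic effects.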
# p53ts 32C kill – p53ts cell cytotoxicity, permissive temperature | H1299-p53A138V at 32C, ATP luminescence viability, 24 h | Potency, µM (doses to about 46.1 µM), without a hit: top-dose activity change, negative = cytotoxicity, most hits filed as cytotoxic | 130,000 tested, 0.93% active | AID 924;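 further: 0% = DMSO and -100% = full killing by reference compound; nearly all actives have a fitted effect of over 55% in size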
#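 Viability by ATPlite luminescence after 24 h compound treatment (up to 46 uM) at the permissive 32C. Cells are H1299 carrying p53 A138V. Scale runs from DMSO basal to 100 uM tamoxifen as full kill; AC50 from Hill fits.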
# An asterisk follows results filed as active; ? = inconclusive; . = not tested or not shown; [ ] = remark or other dose. Unless noted, the call rests on the fitted dose curve; in most records, active means well fitted curve in the direction sought with a large enough effect; inconclusive means small, poorly fitted or top-dose-only effect, or another doubt; inactive means no such curve, though single readings can be large; an effect the other way counts as inactive or inconclusive. Unless noted, on the % scale 0 is the no-effect control and ±100 the full control effect; potency means the concentration at half of the fitted maximal effect.
SMILES,p53ts 39C tox,Peg3 imprint,IkB sig inh,p53ts 32C kill
O=S(=O)(Cc1ccccc1)N1CCCC1,-1%,9%,2.7%,4%
CCOC(=O)CSc1nnc(CNC(=O)c2cc(OC)c(OC)c(OC)c2)n1C,-1%,-7%,3.2%,-3%
COc1ccc(C)cc1NC(=O)Nc1cccc(-c2noc(C)n2)c1,?,-2%[10.9 µM],?,5%
Cc1cc(C)c2cc(CN(CCO)C(=O)Nc3ccc(Cl)cc3)c(=O)[nH]c2c1,-3%,-7%,1.2%,-5%
CCN(CC)S(=O)(=O)c1ccc2c(c1)nc(CN(C)C(=O)Nc1cccc(Cl)c1)n2C,-20%,-5%[10.9 µM],-0.9%,-7%
CC(=O)c1c(C)oc2ccc(N(C(=O)Oc3ccccc3)S(=O)(=O)c3ccccc3)cc12,0%,-14%[10.9 µM],3.0%,4%
Cc1ccccc1-c1nc(NC(=O)CSc2ncnc3sc4c(c23)CCCC4)ns1,18%,6%[10.9 µM],1.9%,-3%
COc1ccccc1NC(=O)C1=C(C)Nc2ncnn2C1c1ccc[nH]1 (stereo unspecified),36%[activator],-3%[10.9 µM],0.2%,-2%
COc1cc(OC)cc(-n2c(=O)c3sccc3n(Cc3cc(=O)n4c(C)cccc4n3)c2=O)c1,12%,12%[10.9 µM],-1.1%,10%
CCC(=O)N1CCN(c2ccc(NC(=O)c3cc4ccccc4o3)cc2Cl)CC1,?,-14%,?,?
COc1ccc(N2CCN(CCNC(=O)CCS(=O)(=O)c3cccc4nsnc34)CC2)cc1,7%,-30%,0.6%,-8%
CCOC(=O)CSc1nc2cc(C(=O)NCC3CCCO3)ccc2c(=O)n1Cc1ccco1 (stereo unspecified),-3%,-3%,-0.3%,12%
Cc1ccc(S(=O)(=O)N[C@@H]2COC(=O)C/C=C\[C@H](C)COC(=O)N[C@@H](C)C(=O)C/C=C\[C@H]2C)cc1,2%[9.22 µM],.,.,2%[9.22 µM]
CC(=O)N(CC1CCCO1)C1(C(=O)NC2CCCC2)CCCCC1 (stereo unspecified),1%,-9%,-0.9%,-8%
O=C(NCC(c1ccco1)S(=O)(=O)c1cccs1)c1ccc(F)cc1 (stereo unspecified),-12%,-12%[10.9 µM],1.6%,-2%
COc1ccc(NC(=O)C2C3C=CC(C3)C2C(=O)NCc2ccco2)c(OC)c1 (stereo unspecified),27%,.,.,-15%
CCOc1ccc(NC(=O)C2CC(=O)NC(=Nc3ccc(Cl)c(Cl)c3)S2)cc1 (stereo unspecified),7%,-6%[10.9 µM],?,-3%
CC(=O)N1CCCc2cc(S(=O)(=O)N3CCCC(C(=O)NCc4ccc(Cl)cc4)C3)ccc21 (stereo unspecified),-22%,9%[10.9 µM],?,-2%
Cn1c(=O)[nH]c(=O)c2c1nc(N1CCCCCC1)n2CCSc1nc2ccccc2[nH]1,12%,0%,1.4%,2%
CCCCC(=O)N(c1ccc(C)c(C)c1)C1C=CS(=O)(=O)C1 (stereo unspecified),12%,-11%,-0.9%,-1%
CCc1cccc(NC(=O)CN2C(=O)COc3ccc(S(=O)(=O)Nc4ccccc4)cc32)c1,-4%,-4%[10.9 µM],-2.0%,4%
COc1ccccc1Nc1nc2c(S(=O)(=O)c3ccc(C(C)C)cc3)nnn2c2ccsc12,8%,-15%[10.9 µM],-3.4%,8%
CC(C)Nc1nc(NC(C)C)nc(Oc2ccc(/C=N/O)cc2)n1,-20%,2%,-0.1%,-5%
Cc1ccc(C(=O)c2cn(Cc3cccc(Cl)c3)c3nc(C)ccc3c2=O)cc1,-6%,8%[10.9 µM],?,15%
CC(=O)NC(CCS(C)(=O)=O)C(=O)Nc1cccc2ccccc12 (stereo unspecified),11%,-9%,5.6%,-13%
Cc1ccc(S(=O)(=O)Nc2cc3c(cc2C)n(C)c(=O)c(=O)n3C)cc1,-22%,-7%[10.9 µM],-2.4%,-1%
COc1ccc(N(CC(C)C)S(=O)(=O)c2nnc(NC(=O)c3ccco3)s2)cc1,-25%,-9%[10.9 µM],?,-6%
COc1ccc(OC)c(NC(=O)c2cccn2-c2nnc(N3CCCCC3)s2)c1,-8%,7%[10.9 µM],-3.3%,-10%
O=C1C=C(Nc2nc(C(=O)O)cc(=O)[nH]2)c2ccccc2C1=O,4%[9.22 µM],-8%[10.9 µM],1.5%[11.4 µM],-2%[9.22 µM]
O=S(=O)(c1ccc(-c2cnc(C3CC3)o2)cc1)N1CCN(c2cccc(Cl)c2)CC1,12%,-13%[10.9 µM],1.0%,-10%

# A different layout for some results above:
SMILES	p53ts 39C tox	Peg3 imprint	IkB sig inh	p53ts 32C kill
CCC(=O)N1CCN(c2ccc(NC(=O)c3cc4ccccc4o3)cc2Cl)CC1	?	-14%	?	?
COc1ccc(N2CCN(CCNC(=O)CCS(=O)(=O)c3cccc4nsnc34)CC2)cc1	7%	-30%	0.6%	-8%
CCOC(=O)CSc1nc2cc(C(=O)NCC3CCCO3)ccc2c(=O)n1Cc1ccco1 (stereo unspecified)	-3%	-3%	-0.3%	12%
Cc1ccc(S(=O)(=O)N[C@@H]2COC(=O)C/C=C\[C@H](C)COC(=O)N[C@@H](C)C(=O)C/C=C\[C@H]2C)cc1	2%[9.22 µM]	.	.	2%[9.22 µM]
CC(=O)N(CC1CCCO1)C1(C(=O)NC2CCCC2)CCCCC1 (stereo unspecified)	1%	-9%	-0.9%	-8%
O=C(NCC(c1ccco1)S(=O)(=O)c1cccs1)c1ccc(F)cc1 (stereo unspecified)	-12%	-12%[10.9 µM]	1.6%	-2%
COc1ccc(NC(=O)C2C3C=CC(C3)C2C(=O)NCc2ccco2)c(OC)c1 (stereo unspecified)	27%	.	.	-15%
CCOc1ccc(NC(=O)C2CC(=O)NC(=Nc3ccc(Cl)c(Cl)c3)S2)cc1 (stereo unspecified)	7%	-6%[10.9 µM]	?	-3%
CC(=O)N1CCCc2cc(S(=O)(=O)N3CCCC(C(=O)NCc4ccc(Cl)cc4)C3)ccc21 (stereo unspecified)	-22%	9%[10.9 µM]	?	-2%
Cn1c(=O)[nH]c(=O)c2c1nc(N1CCCCCC1)n2CCSc1nc2ccccc2[nH]1	12%	0%	1.4%	2%

# Carrying on:
SMILES,p53ts 39C tox,Peg3 imprint,IkB sig inh,p53ts 32C kill
Cc1cccc(C(=O)NC2CCN(CC(=O)N3CCOCC3)CC2)c1,7%,-2%,0.7%,4%
O=C(NCc1ccc2c(c1)OCO2)c1cccs1,6%,-8%,1.5%,0%
CCc1ccccc1N(CC)C(=O)c1cn(CC)c(=O)c2cc(OC)c(OC)cc12,-10%,-10%,-1.1%,6%
COc1ccccc1NC(=O)CSc1oc(-c2ccco2)nc1S(=O)(=O)c1ccc(C)cc1,18%,18%[10.9 µM],?,17%
COc1cccc(CNC(=O)c2ccc(NC(=O)N3CCCCc4ccccc43)cc2)c1,-20%,-14%[10.9 µM],?,3%
Cc1ccc(S(=O)(=O)NCC(=O)N(CC(=O)NCc2ccccc2)CC2CCCO2)cc1 (stereo unspecified),-2%,-5%,0.3%,4%
CCC(C(=O)N(C)Cc1ccccc1)n1nc(C)c2sc3ccccc3c2c1=O (stereo unspecified),?,-11%[10.9 µM],?,2%
CCc1cccc(C)c1NC(=O)c1cc(S(=O)(=O)N2CCC3(CC2)OCCO3)ccc1F,-6%,-9%[10.9 µM],0.4%,10%
Cn1c(=O)c2c(ncn2CC(O)CNc2ccc(Br)cc2)n(C)c1=O (stereo unspecified),7%,-8%,-1.4%,-11%
CCn1cc(C(=O)N2CCN(C(=O)c3ccco3)CC2)c2cc(OC)c(OC)cc2c1=O,-3%,-3%,-0.7%,6%
O=c1/c(=C/c2ccco2)sc2nc(-c3ccccc3Br)nn12,-1%,-11%,1.4%,4%
Cc1ccc(C(=O)Nc2ccc(C(=O)OCc3cc(=O)n4c5c(sc4n3)CCCC5)cc2)cc1,-21%,-12%[10.9 µM],-0.1%,-12%
COc1ccc(N(Cc2cccs2)C(=O)Nc2ccccc2)cc1,13%,-9%[10.9 µM],0.0%,-4%
C=CCc1ccccc1OCC(O)CN(C(C)C)C(C)C (stereo unspecified),-5%,-15%,0.8%,-6%
CS(=O)(=O)N1CCN(CC2CC3C=CC2C3)CC1 (stereo unspecified),6%,-1%,0.5%,-5%
Cc1ccc(Nc2nc(N)nc(CN3CCN(c4ccccc4F)CC3)n2)cc1,-12%,-18%,?,-6%
Cc1cc(C)n2cc(CSC3=NCCS3)nc2n1,7%,1%,-0.5%,-3%
CCC(=O)N1CCN(C(=O)CC)C1c1ccccc1,-3%,5%,-0.5%,6%
Cc1ccc(NC(=O)Cn2nnc(C(=O)NCCc3ccccc3)c2N)cc1Cl,4%,-2%[10.9 µM],-0.2%,-2%
Cc1ccc2nc(-c3cc(NC(=O)COc4ccc(C)c(C)c4)ccc3Cl)oc2c1,13µM*,-16%[10.9 µM],1.6%,?
C/C(CC(=O)Nc1ccc(Cl)cc1)=N\NC(=O)C(=O)NCCO,-1%,.,.,26%
O=C(Nc1ccccc1N1CCN(c2ccccc2)CC1)c1cccc(F)c1,-3%,-9%,1.2%,-6%
COc1ccc(C(=O)Nc2ccc3nc(N4CCC(C)CC4)cc(C)c3c2)cc1,?,-14%[10.9 µM],?,-22%
O=C(CCS(=O)(=O)c1cc2c3c(c1)CCN3C(=O)CC2)NCc1ccc(F)cc1,-12%,-9%[10.9 µM],-0.2%,9%
COC(=O)c1c(NC(=O)CCCOc2cccc(C)c2)sc2c1C(C(=O)OC)CC2 (stereo unspecified),16%,-22%[10.9 µM],?,6%
Cc1ccc(OCC(=O)Nc2cc(-c3cccc(C)c3)nn2-c2ccccc2)cc1,-16%,8%[10.9 µM],-1.1%,-10%
CC(C)C12CN3CC(C(C)C)(CN(C1)C3c1ccc3c(c1)OCO3)C2=O (stereo unspecified),3%,-12%,0.6%,8%
O=c1n(-c2ccccc2)c(=O)n2n1CC[C@H]1/C(=N\OCc3ccccc3)[C@H]3O[C@@H]3[C@@H](O)[C@@H]12,-6%[9.22 µM],.,.,2%[9.22 µM]
COc1ccc(-c2nnc(SCC(=O)NCc3ccccc3)nc2-c2ccc(OC)c(OC)c2)cc1OC,-19%,-23%[10.9 µM],-0.4%,0%
CN(C)c1ccc(-c2cc(NCc3cccnc3)ncn2)cc1,7.9µM*,-41%[inhibitor],-0.2%[11.4 µM],?
CCOC(=O)c1cc(-c2ccccc2)n(-c2cccc(C(=O)Nc3cc(OC)cc(OC)c3)c2)c1C,13%,-18%[10.9 µM],?,11%
CCOC(=O)c1ccccc1NC(=O)Cn1cnc2c(cnn2-c2ccc(OC)cc2)c1=O,1%,0%,-0.8%,4%
CCC(C)[C@H](NC(=O)Nc1cccc(OC)c1)C(=O)OC (stereo partly specified),7%,1%,-0.9%,-1%
O=C(Nc1ccc(C(=O)N2CCN(c3ccc(F)cc3)CC2)cc1)c1nsc2ccccc12,-15%,6%[10.9 µM],?,16%
COc1ccc(OC)c(NC(=O)Cn2c(=O)n(Cc3nc(C)no3)c(=O)c3ccccc32)c1,-3%,3%[10.9 µM],-0.3%,6%
S=c1nc(-c2ccccc2)n(CCN2CCOCC2)c2c1CCCC2,6%,3%,5.2%,-2%
CN1CCN(C(=O)c2ccccc2NC(=O)c2cccs2)CC1,-1%,-4%,-2.0%,-1%
CC(C)CNS(=O)(=O)c1ccc(CCC(=O)O)cc1,10%,-6%,0.6%,3%
Cc1ccc(-n2c(CSc3nc(C)cc(C)n3)nnc2SCC(=O)NCc2ccco2)cc1,9%,-9%,0.3%,-1%
Cc1ccc(-n2ncc3c(Nc4ccc5c(c4)OCCO5)ncnc32)cc1Cl,22%,-22%[10.9 µM],-0.9%,-7%
COc1ccc2c(c1)CC(NC(=O)Nc1ccc(Br)c(C)c1)CO2 (stereo unspecified),-3%,-9%[10.9 µM],-3.6%,-19%
O=C(c1ncc[nH]1)c1ccco1,-6%,-4%,-0.6%,6%
CCOCCn1c(N2CCN(c3ccccc3)CC2)nc2c1c(=O)n(C)c(=O)n2C,7%,.,4.2%,-5%
COc1cccc(C(=O)N(Cc2sccc2C)C2CCS(=O)(=O)C2)c1 (stereo unspecified),11%,3%[10.9 µM],0.4%,7%
Cc1cccc(OCC(=O)N(Cc2cccc(Cl)c2)Cc2ccco2)c1C,-10%,9%[10.9 µM],?,10%
COc1ccc(C(=O)Nc2c(Cl)cc(Cl)cc2C(=O)NCc2ccco2)cc1,15%,.,.,-4%
COc1ccccc1CNC(=O)CSc1nc2nc(C)c(Cc3ccccc3Cl)c(C)n2n1,19%,-4%[10.9 µM],?,13%
